Screening data (PubChem BioAssay)
Hsp70 displacement: Hsp70 inhibitors, probe displacement, primary screen, biochemical, fluorescence polarization (AID 583); Hsp70 fluorescence polarization probe displacement, mP; higher % means a stronger effect; one-dose displacement, % at 20 µM; IC50 in µM for titrated hits; actives 0.06% (n = 140,000); in the data active = displacement above about 50%;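 also: plate controls were vehicle for no effect and reference ligand for full effect; a part of the inactive calls stands beside numbers as strong as those of hits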
Rat MKP-3 inhibitors: MKP-3 phosphatase inhibitors, primary screen, biochemical, rat enzyme, in vitro (AID 425). Dual specificity protein phosphatase 6 (Rattus norvegicus). recombinant MKP-3 phosphatase activity, fluorescence; higher % means a stronger effect. inhibition, % at 20 µM, or IC50 in µM where a hit was titrated. actives 0.17% (n = 110,000); in the data active = inhibition above about 50%;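 also: plate controls were vehicle for no effect and reference inhibitor for full effect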
Active calls of the source: *; . = no result given; & = joins results of further samples. Some of the compounds tested; the hit share may differ from the screen's.

compound	Hsp70 displacement	Rat MKP-3 inhibitors
Cc1occc1-c1nnc(SCc2nnc(-c3ccc(Cl)cc3)o2)n1C	5.0%	-6%
Cc1c(Br)cc(C(=O)O)c(C)c1C	-2.8%	-8%
O=C(CSc1nc2ccccc2o1)OCC(=O)c1ccc(F)cc1	3.0%	3%
COc1cccc(/C=C2/N=C(c3ccc(NC(C)=O)cc3)OC2=O)c1	1.8%	-2%
COc1ccc(/C=C2\SC(=S)N(CCCC(=O)NC34CC5CC(CC(C5)C3)C4)C2=O)cc1	-0.9%	0%
CCCCCCCCC(=O)N/N=C(\C)c1ccco1	2.4%	0%
COc1cc(OC)cc(C(C(=O)NCc2ccccc2)N(Cc2ccco2)C(=O)c2ccno2)c1 (stereo not drawn)	4.1%	-5%
O=C(Nc1ccccc1)Nc1nnc(-c2ccc([N+](=O)[O-])cc2)s1	-0.3%	-1%
CCOC(=O)CNS(=O)(=O)c1ccc(S(=O)(=O)N2CCCC2)cc1	-2.0%	-1%
COc1ccc(-c2csc(=Nc3ccccc3)n2CCO)cc1	.	1%
O=C(CS(=O)(=O)c1cn(Cc2ccc(Cl)cc2)c2ccccc12)N1CCCC1	0.9%	5%
CCN(CC)C(=O)CSc1nnc(-c2cnccn2)n1-c1ccccc1	0.6%	-11%

New compounds follow:
compound	Hsp70 displacement	Rat MKP-3 inhibitors
O=C(Oc1c(C(=O)Nc2ccc(Cl)c([N+](=O)[O-])c2)ccc2ccccc12)c1ccccc1	2.0%	0%
COc1ccc(OC)c(/C=N\N2CCN(c3ccccc3OC)CC2)c1	-8.7%	2%
COc1ccccc1NC(=O)NCc1ccccn1	2.8%	1%
COCCNc1cc(C)c(C#N)c2nc3ccccc3n12	-6.2%	-3%
CCOC(=O)c1cc(NC(=O)N(CC)CC)c(C)nc1C	-2.5%	.
Cn1c(CCNC(=O)c2ccco2)nc2cc(NC(=O)NC3CCCCC3)ccc21	5.3%	-2%
COCCOC(=O)c1c(C)oc2ccc(NS(=O)(=O)c3ccccc3)cc12	0.2%	-14%
Cc1ccccc1Nc1nnc(SCC(=O)NCc2ccco2)s1	6.3%	-3%
CC1=C(C(=O)OC(C)C)C(c2ccc(F)cc2)NC(=S)N1 (stereo not drawn)	-1.5%	-2%
CC(=O)C(Sc1nc(-c2ccc(F)cc2)nc2c1c(=O)n(C)c(=O)n2C)C(C)=O	2.0%	-4%
CC1(C)N(O)C(c2ccc[nH]2)N(O)C1(C)C	-2.1%	0%
Cc1cc(C)n(C(=O)CCC(=O)Nc2cccc(Cl)c2C)n1	1.1%	-2%

The listing continues.
compound	Hsp70 displacement	Rat MKP-3 inhibitors
Cc1ccc(C)c(NC(=O)c2ccc3ccccc3n2)c1	0.0%	.
COc1ccc(OC)c(C2N(c3cc(C)on3)C(=O)C3CCCN32)c1 (stereo not drawn)	2.1%	-2%
Cc1cc(C)n(C(=O)c2c([N+](=O)[O-])c(C)nn2C)n1	-1.1%	.
CCc1cccc(NC(=O)CCc2ccccc2)c1	-5.2%	2%
O=C1CCCC2=C1C(c1ccc(F)cc1)C1=C(CCCC1=O)O2	-1.6%	2%
Cc1cc(NC(=O)C(C)C)ncc1NC(=O)c1cccc(F)c1	-2.2%	-7%
CCC(C)NC(=O)COc1ccc2ccccc2c1 (stereo not drawn)	0.0%	5%
COc1ccccc1-c1nn2c(C3COc4ccccc4O3)nnc2s1 (stereo not drawn)	0.7%	-11%
COc1cc(C(=O)Nc2c(C)cccc2C(C)C)c(Br)c(OC)c1OC	1.2%	0%
COc1cccc(C(CC(=O)O)NC(=O)c2ccccc2)c1 (stereo not drawn)	-6.8%	3%
CCOC(=O)NC(c1ccccc1)C1CCCCC1=O (stereo not drawn)	-1.3%	-4%
CCOC(=O)c1oc2c(CN3CCN(C)CC3)c(O)ccc2c(=O)c1-c1ccccc1OC	-1.0%	2%

(continued)
compound	Hsp70 displacement	Rat MKP-3 inhibitors
Nc1cccc(C2=Nc3cccc4cccc(c34)N2)c1	-3.4%	10%
CCc1nc(C)cn1S(=O)(=O)c1cc(C)c(OC)c(C)c1C	-4.8%	.
CC(C)CN1C(=O)/C(=C/c2ccccc2F)SC1=S	2.0%	-3%
Cc1ccc(-c2csc3nnc(SCC(=O)NCc4ccco4)n23)cc1	-1.5%	1%
O=C1C2C3C=CC(C3=C3CCCC3)C2C(=O)N1Cc1ccccc1 (stereo not drawn)	-1.4%	0%
CCOC(=O)c1ccc(NC(=O)C2CC(=O)N(c3ccc(Br)cc3)C2)cc1 (stereo not drawn)	-0.3%	4%
Cc1ccccc1C(=O)Nc1ccc(Cl)cn1	-0.2%	-10%
CCn1c(SCC(=O)NCc2ccco2)nnc1-c1cccs1	-3.7%	-5%
Cc1ccc(/C(O)=C2\C(=O)C(=O)N(CCCC(=O)O)C2c2ccccc2F)cc1 (stereo not drawn)	1.7%	0%
Cc1cc(NC(=O)Cc2cccs2)ccc1NC(=O)c1cccs1	-1.1%	2%
COc1ccc(Nc2cc(=O)n(C3CCCCC3)c(=O)[nH]2)c(OC)c1	-2.7%	4%
Cc1ccc(C2OCC3(CO)COC(c4ccc(C)cc4)N23)cc1 (stereo not drawn)	-3.3%&-4.2%	6%

Next section
compound	Hsp70 displacement	Rat MKP-3 inhibitors
CCOc1c(Cl)cc(C2NC(=O)NC(C)=C2C(=O)NCc2ccccc2)cc1OC (stereo not drawn)	2.0%	.
CC1(C)CC(CC(=O)O)(Cc2ccccc2)CCO1 (stereo not drawn)	-7.0%	3%
Cc1oc(/C=N/NC(=O)CN(c2ccccc2)S(=O)(=O)c2ccccc2)cc1Br	1.7%	3%
CC(NC(=O)CSc1nnc(N)s1)c1ccccc1 (stereo not drawn)	6.4%	0%
O=C(O)CCN1C(=O)/C(=C/c2cccc(OCc3ccccc3)c2)SC1=S	-3.6%	1%
COc1ccc(C2CC(c3ccc(Cl)cc3Cl)Nc3nc(N)nn32)cc1OC (stereo not drawn)	2.2%	-3%
C=CCOc1c(Br)cc(/C=C2\C(=O)NC(=O)N(c3ccc(Cl)cc3)C2=O)cc1OC	0.4%	2%
CCOC(=O)C1C(=O)C=C(c2ccc(C)cc2)CC1c1ccco1 (stereo not drawn)	-2.1%	.
Cc1ccc(C2CC(c3cccs3)=NN2C(=O)c2ccc(Br)o2)cc1 (stereo not drawn)	-3.4%	.
O=[N+]([O-])c1ccc(C2Nc3ccc(OC(F)(F)F)cc3C3C=CCC32)cc1 (stereo not drawn)	-0.7%	-3%
CC(=O)c1c(C)[nH]c(C(=O)CSc2nc3ccccc3c(=O)n2CCCN2CCOCC2)c1C	6.4%	-14%
O=C(OCCN1CCOCC1)c1ccc(F)cc1	-4.0%	0%

Next structures follow.
compound	Hsp70 displacement	Rat MKP-3 inhibitors
Cc1ccc(C2CC2C(=O)NNC(=S)Nc2cccc(Cl)c2)cc1 (stereo not drawn)	-2.3%	.
Cc1ccc(NC(=O)CSc2nnc(CN3CCOCC3)n2-c2ccccc2)cc1	1.7%	.
COc1cc(OC)cc(-c2nc(-c3cc4cc(C)ccc4nc3OC)no2)c1	-15%	-1%
CC(=O)Oc1ccc(C(C)=O)c2c1OCCO2	9.6%	.
CCN(CC)S(=O)(=O)c1ccc(Oc2cccc(C(C)=O)c2)nc1	-1.3%	-10%
CC(=O)Oc1cccc(N2C(=O)C3C4C=CC(C4=C(C)C)C3C2=O)c1 (stereo not drawn)	9.6%	-6%
COc1ccccc1C(=O)NC(CCSC)C(=O)NCC(c1ccco1)N(C)C (stereo not drawn)	-3.0%	5%
CCn1c(=O)cc(OCC(=O)Nc2ccc(C)cn2)c2ccccc21	3.4%	1%
COc1ccc(CC(=O)Nc2cc(NC(=O)Cc3ccc(OC)cc3)cc(C(=O)NC(C)(C)C)c2)cc1	-1.6%	2%
Cc1ccc(S(=O)(=O)NCC(=O)OCN2C(=O)c3ccccc3C2=O)cc1	.	-1%
O=C(NCc1ccc(F)cc1)C1CCCN(C(=O)Nc2ccccc2)C1 (stereo not drawn)	6.5%	-7%
CCCCCCNC(=O)Cc1c(O)c2ccccc2[nH]c1=O	-1.5%	1%

(continued)
compound	Hsp70 displacement	Rat MKP-3 inhibitors
O=C(Nc1ccc(Cl)cc1)O/N=C/c1ccc([N+](=O)[O-])cc1	-2.4%	-3%
Cc1cc(C)n(-c2nc(NCC(C)O)c3c4c(sc3n2)CCCC4)n1 (stereo not drawn)	7.6%	0%
COCCN(CCOC)Cc1c(C)[nH]c2ccccc2c1=O	5.9%&3.7%	-8%&3%
COc1ccc(C2=NN(C(C)=O)C(c3ccc(OC)cc3)C2)cc1 (stereo not drawn)	-1.2%	2%
CC(C)=NNc1nnc2c(n1)[nH]c1ccccc12	7.2%	-1%
C=CCn1c(O)c(N=NC(=S)Nc2cccc(C)c2)c2ccccc21	1.3%	.
CC(Cc1ccccc1)N/C=C1\CC(=O)NC1=O (stereo not drawn)	-0.9%	.
CCCN(CCC)CC(=O)NCC1(c2ccccc2)CCOCC1	7.3%	.
CCOC(=O)c1c(NC(=O)Oc2ccccc2)sc2c1CCC(C)C2 (stereo not drawn)	5.7%	4%
NNC(=O)c1cc(-c2ccc3c4c(cccc24)CC3)n[nH]1	-2.5%	0%
FC(F)(F)c1cccc(-c2ccc(C(=S)N3CCOCC3)o2)c1	2.5%	0%
CS(=O)(=O)c1sc2nc(-c3cccs3)cc(-c3ccccc3)c2c1N	-0.4%	1%

(listing goes on)
compound	Hsp70 displacement	Rat MKP-3 inhibitors
CCC(C)NC(=O)CC1Oc2ccc(Cl)cc2NC1=O (stereo not drawn)	6.0%	-1%
CC(C)(C)c1csc(N(CCC#N)CCC#N)n1	.	7%
Cc1ccc2cccc(S(=O)(=O)NC3CCS(=O)(=O)C3)c2n1 (stereo not drawn)	0.5%	3%
COc1ccc(C(=S)N2CCCC2)cc1C	3.3%	-12%
CC(=O)/C(=C/c1ccc(N(C)C)cc1)[N+](=O)[O-]	5.8%	3%
CC(C)CC(NC(=O)OC(C)(C)C)C(=O)O (stereo not drawn)	2.1%	-1%
CC1CCCC(C)N1C(=O)CSc1nnc(NC(=O)c2cccs2)s1 (stereo not drawn)	-2.7%	-5%
Cn1c(CNc2nc(-c3ccccc3)cs2)nnc1SCC(=O)c1ccccc1	0.4%	7%
COc1ccccc1N1CCN(S(=O)(=O)c2ccc(F)cc2)CC1	3.0%	-8%
O=C(NCc1ccco1)c1ccc(S(=O)(=O)N2CCOCC2)cc1	3.8%&6.0%	-1%
CC(=O)Nc1cccc(NC(=O)C2CC(=O)N(c3ccc(C)cc3)C2)c1 (stereo not drawn)	-0.8%	-7%
CN(C)S(=O)(=O)c1ccc(/C(O)=C2/C(=O)C(=O)N(CCN3CCCCC3)C2c2cccnc2)cc1 (stereo not drawn)	3.8%	-14%

Continued.
compound	Hsp70 displacement	Rat MKP-3 inhibitors
CCN(CC)S(=O)(=O)c1cccc(C(=O)N2CC(O)CC2C(=O)O)c1 (stereo not drawn)	-3.6%	0%
COc1ccccc1/C=N/N1CCN(Cc2cccc3ccccc23)CC1	-2.7%	3%
CN1CCCC(OC(=O)c2cc(Cl)ccc2Cl)C1 (stereo not drawn)	2.4%	0%
CS(=O)(=O)Nc1ccccc1C(=O)NCc1ccco1	2.7%	-10%
CCOc1ccc2cc(S(=O)(=O)n3ccnc3C)ccc2c1	7.8%&-6.1%	8%&3%
Cn1c(CN2CCOCC2)nnc1SCC(=O)NCCc1ccccc1	1.1%	0%
CC(C)(C)NC(=O)NC(=O)COC(=O)COc1ccc2c(c1)CCC2	-0.2%	-7%
O=C(CC(c1ccccc1)c1ccccc1)NCc1cccnc1	-2.4%&3.8%	1%
CCc1ccc2[nH]c(=O)c(CN(Cc3ccccc3)Cc3nnnn3Cc3ccco3)cc2c1	5.3%	-2%
Cc1ccc(/C=C/C(=O)Nc2nc3ccc(S(C)(=O)=O)cc3s2)cc1	-5.6%	3%
Cc1ccc(C(=O)Nc2ccc(NC(=O)c3ccco3)c(Cl)c2)cc1C	1.6%	7%
Oc1oc(-c2ccco2)nc1C=Nc1ccccc1	0.3%	1%
Cc1ccc(NCCC(=O)c2cccs2)cc1	1.6%	1%
Cc1ccccc1C(=O)Nc1cccc(NC(=O)COc2ccccc2Cl)c1	-0.6%	5%
